N-glyco inh = increase of ERlucT glycosylation luciferase signal, primary screen, N-linked glycosylation inhibitor project, D54 ERlucT cells, luminescence, set 2. D54 ERlucT glycosylation luciferase reporter, 24 h; percent of 100 nM tunicamycin response. reporter increase, % at 12.5 µM. 0.23% of 360,000 active;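 active = mean luciferase reporter signal, scaled so untreated is 0 and the glycosylation-blocking control 100, at or above a set limit in every replicate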;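 note: luciferase carries N-glycosylation sites so blocking glycosylation raises the light; 0% = median of neutral control wells and 100% = median of 100 nM tunicamycin wells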
MC4R antag cAMP = MC4R antagonists of cAMP signaling, primary screen, cell-based, TR-FRET, antagonist arm of biased-ligand search; inhibition, % at 6.5 µM; MC4R-expressing cells, MTII-stimulated cAMP, LANCE TR-FRET; Melanocortin receptor 4 (Homo sapiens), P32245; 0.48% of 360,000 active;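 active = inhibition above its plate's cutoff, the mean of tested wells on that plate plus 3 SD, cut at about 29% in these data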;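 note: 0% = Melanotan II alone and 100% = Melanotan II plus saturating MCL0020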
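Assay system: human MC4R-expressing U2OS cells; reagent: Melanotan II stimulation of cells; dosing: 6.5 µM single dose; timing: compound 30 min, challenge 1 h, detection 1 h; signal: TR-FRET cAMP assay; replicates: one well per compound, no replicates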
MC4R barr agon = MC4R agonists recruiting beta-arrestin, primary screen, cell-based, luminescence, agonist arm of biased-ligand search. U2OS MC4R beta-arrestin complementation; percent of melanotan II response, DMSO zero. AID 540308, 2011. 0.98% of 360,000 active. Melanocortin receptor 4 (Homo sapiens), P32245. activation, % at 8.9 µM;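 active = activation above a per-plate cutoff, the mean activation of sample wells on that plate plus 3 SD, cut at about 8% in these data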
CaV13 ICDI inh = Disruptors of the CACNA1D IQ motif to Ca2+-dependent inactivation inhibitor domain association, primary screening, Förster resonance energy transfer in intact living … | inhibition, % at 12.3 µM | 0.098% of 340,000 active | HEK cells, CFP/YFP FRET ICDI-IQ, plate reader, 10 min; percent FRET-ratio fall versus neutral wells;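 active = mean replicate inhibition of at least 30% and at least 1% of replicates passing that level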;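 note: 0% = median of the neutral control wells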
Exocytosis inh = LAMP-1 surface exposure blockers, TALL-104 cells – cell-based, flow cytometry, MLPCN library, primary screen. TALL-104 LAMP-1 surface exposure; cells stimulated with thapsigargin and PMA. inhibition, % at 10 µM. 0.66% of 360,000 active. AID 651702, 2012;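 active = inhibition above about 55%, limit read from the data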
H9c2 protect = cardioprotection against H2O2-induced cell death, primary screen, uHTS, H9c2 cells, ATPLite luminescence. H9c2 cardiomyocytes, H2O2 injury protection, 2 h. protection from H2O2 cell death, % at 20 µM. 0.63% of 360,000 active;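 active = compounds giving at least 50% protection of heart cells from peroxide-induced death in the single-dose screen, raw or plate-pattern-corrected value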;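 note: 0% = DMSO wells with peroxide and 100% = DMSO wells without peroxide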
ABHD5 PLIN5 PPI = ABHD5-PLIN5 interaction inhibitors, primary screen, cell lysate, split luciferase complementation, luminescence; Split G. princeps luciferase complementation, 4 h; inhibition, % at 4 µM; AID 602281, 2012; Perilipin-5 (Homo sapiens) + 1-acylglycerol-3-phosphate O-acyltransferase ABHD5 (Homo …; 0.78% of 360,000 active;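 active = inhibition above the mean inhibition across every tested compound plus 3 SD, cut at about 22% in these data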;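 note: 0% = DMSO only wells and the 100% control is not disclosed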
PDI turbidity = inhibitors of human PDI, primary screen, biochemical, turbidity, single point, plate reader; PDI insulin aggregation turbidity, A650, 90 min; inhibition, % at 10 µM; 0.052% of 350,000 active; AID 588391, 2011;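 active = mean inhibition across replicates of 30% or more, whatever share of single replicates reach that level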;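 note: absorbance from insulin aggregation driven by PDI reduction with DTT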
m5-HT2A agonist = mouse Htr2a agonists via beta-arrestin recruitment, primary screen, cell-based, luminescence; 5-hydroxytryptamine receptor 2A (Mus musculus), P35363; CHO-K1 mHTR2A beta-arrestin complementation; percent of 30 µM serotonin response; activation, % at 7.6 µM; 0.66% of 360,000 active;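 active = activation above a run cutoff, the mean activation of all tested compounds plus 3 SD, cut at about 14% in these data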;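 note: 0% = plate median of compound wells and 100% = 30 µM serotonin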
ABCB6 inh 2 = ABCB6 transporter inhibitors, primary screen, K562-ABCB6 cells, flow cytometry, MLPCN library; K562-ABCB6 porphyrin accumulation, 1 h; active compounds read low; ATP-binding cassette sub-family B member 6 (Homo sapiens), Q9NP58; 0.19% of 360,000 active; AID 602162, 2011; fluorescence ratio to DMSO, % at 10 µM;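 active = fluorescence ratio to DMSO below 75%, the collection mean minus 3 SD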;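 note: signal is porphyrin accumulated inside mitochondria; 100% equals median channel fluorescence of DMSO control wells; lower ratio means ABCB6 inhibition with less porphyrin fluorescence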
Target sequence (Q9NP58 whole entry, looked up): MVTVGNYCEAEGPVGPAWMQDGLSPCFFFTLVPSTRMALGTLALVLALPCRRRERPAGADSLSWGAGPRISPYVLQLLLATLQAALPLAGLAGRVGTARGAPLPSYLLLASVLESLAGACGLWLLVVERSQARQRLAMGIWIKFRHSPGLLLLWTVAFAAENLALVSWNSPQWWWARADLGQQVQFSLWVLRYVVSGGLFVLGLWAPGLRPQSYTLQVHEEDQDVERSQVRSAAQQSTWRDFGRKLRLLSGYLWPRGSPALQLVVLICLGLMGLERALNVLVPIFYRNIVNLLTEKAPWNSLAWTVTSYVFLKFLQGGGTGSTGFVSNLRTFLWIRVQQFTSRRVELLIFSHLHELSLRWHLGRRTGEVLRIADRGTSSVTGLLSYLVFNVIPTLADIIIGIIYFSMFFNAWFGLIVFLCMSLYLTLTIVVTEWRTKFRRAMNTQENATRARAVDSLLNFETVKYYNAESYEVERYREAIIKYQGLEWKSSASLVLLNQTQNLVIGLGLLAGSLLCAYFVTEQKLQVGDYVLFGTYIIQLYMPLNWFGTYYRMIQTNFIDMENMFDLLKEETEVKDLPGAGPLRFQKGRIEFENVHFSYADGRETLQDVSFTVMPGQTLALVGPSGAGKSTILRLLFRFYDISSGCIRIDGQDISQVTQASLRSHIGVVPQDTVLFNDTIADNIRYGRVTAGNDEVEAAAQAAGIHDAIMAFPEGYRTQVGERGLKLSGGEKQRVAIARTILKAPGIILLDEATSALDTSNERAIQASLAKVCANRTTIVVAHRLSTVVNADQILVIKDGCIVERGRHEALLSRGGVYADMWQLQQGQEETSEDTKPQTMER
* hit, by the source's call; nt = no result given.

Each structure is followed by: N-glyco inh	MC4R antag cAMP	MC4R barr agon	CaV13 ICDI inh	Exocytosis inh	H9c2 protect	ABHD5 PLIN5 PPI	PDI turbidity	m5-HT2A agonist	ABCB6 inh 2
- CCOC(=O)C1=C(CNCCc2ccc(Cl)cc2)NC(=O)NC1c1ccc2c(c1)OCO2 (centres undefined)
→ 0	0	0.9	0	-1	-10	0	5	-3	91
- CC1(CCc2ccc(O)cc2)NC(=O)NC1=O (centres undefined)
→ 0	4	-1.3	-3	-5	3	-5	-8	4	93
- COc1cc2c(cc1OC)CN(C(=S)Nc1ccccc1Cl)CC2
→ 0	4	0.5	-7	-2	-2	1	1	-4	104
- COc1ccc(CN2CCC(C(=O)Nc3ccc(Oc4cccnc4)cc3)CC2)c(C)c1C
→ -5	4	-2.5	-6	39	-8	4	9	-8	98
- Cc1ccc(S(=O)(=O)N2CCN(CC(=O)NC(=O)NCc3ccco3)CC2)cc1C
→ 0	7	-0.3	-4	0	1	4	15	-3	93
- CC(C)(C)CC(=O)Nc1nnc(SCC(=O)NC2CCCC2)s1
→ 0	14	0.5	-3	6	-9	-8	10	5	100
- CC1SC(=NC(=O)c2ccco2)NC1=O (centres undefined)
→ 1	5	-2.8	-4	3	-3	-10	8	2	94
- CCN(CC)S(=O)(=O)c1ccc(N2CCCC2)c(C(=O)OCC(=O)/C(C#N)=C(\C)N)c1
→ -2	8	-1.5	-5	-1	10	4	1	6	101
- CCOC(=O)C1(CCCc2ccccc2)CCN(C(=O)CCCn2cncn2)CC1
→ 1	1	-1.2	-6	-4	-1	18	9	4	102
- Cc1ccc(C(=O)OCC(=O)Nc2cccc(Br)c2)s1
→ 0	4	-2.3	-5	7	2	-4	-1	1	96
- N#Cc1cc2c(nc1SCc1ccccc1)CCCC2
→ -6	-5	-0.1	-2	11	-9	-5	-6	0	101
- NS(=O)(=O)c1ccc(CNC(=O)COc2ccc3c4c(c(=O)oc3c2)CCCC4)cc1
→ 2	6	-4.5	-3	-2	3	-4	7	8	101
- CCCNC(=O)Cn1cnc2sc(C(=O)N3CCN(c4ccc(F)cc4)CC3)c(C)c2c1=O
→ 0	-3	-2.3	-3	-3	1	2	17	1	98
- Cc1ccc(S(=O)(=O)Nc2cccc(C(=O)N3CCN(c4ccccc4O)CC3)c2)cc1F
→ 2	-3	-3.2	-5	-3	-2	-3	-2	2	92
- COc1ccc(CCNC(=O)c2sc3ccccc3c2Cl)cc1OC
→ 1	-2	1.0	-2	0	11	-6	5	-4	100
- CC(=O)OCCN(CCOC(C)=O)c1c(C)[nH]c(=O)[nH]c1=O
→ 1	9	0.4	-3	9	-6	-6	5	0	98
- COc1cc(Nc2nnc(C)s2)c(Cl)cc1Cl
→ -1	6	-0.6	-5	2	-2	-1	-9	-1	91
- COc1ccc(CNS(=O)(=O)c2ccc3c(c2)C(C)(C)C(=O)N3C)cc1
→ -1	10	-0.9	-3	-5	0	-4	4	3	104
- CCOc1ccccc1CN1CCC(N2CCC(C(=O)NC3CC3)CC2)CC1
→ 1	11	-2.6	-8	0	1	6	-2	-6	103
- O=C(Nc1nnc(C2=COCCO2)o1)c1ccc(F)cc1
→ 1	0	-1.0	nt	-3	12	5	-2	9	99
- COC(=O)COc1cc(OCC(=O)OC)c2c(C)c(Cl)c(=O)oc2c1
→ 0	14	-2.8	-3	-1	40	0	2	4	101
- Cc1cc(Nc2cccc([N+](=O)[O-])c2)n2c(nc3ccccc32)c1C#N
→ -10	-1	-1.0	-6	4	-24	0	7	7	104
- CCC(CC)C(=O)N1CCN(c2cccc(C)c2C)CC1
→ -2	2	-0.4	-4	-2	3	-3	-5	-3	95
- COc1ccc(NC(=O)Nc2ccc(OC)c(OC)c2)c([N+](=O)[O-])c1
→ 0	-8	-0.4	-5	-2	2	5	1	0	94
- CCCNC(=O)c1ccc(N2CCC3(CC2)CC(c2ccccc2)=NO3)c(N)c1
→ -1	1	-1.8	-9	11	-8	1	-2	4	97
- O=C(CCNS(=O)(=O)c1ccc(Cl)cc1)N1CCOCC1
→ 1	-4	-0.7	nt	1	0	0	1	1	93
- CCCCCCCCCCCCN1[C@@H](CC(=O)OC)c2cc(F)ccc2S1(=O)=O
→ -4	6	0.0	-10	17	-14	5	-1	3	94
- O=C(CSc1nnc2scc(-c3ccccc3)n12)NCC1CCCO1 (centres undefined)
→ 2	-1	-0.8	-10	7	0	-4	-1	3	102
- COc1c2c(nc3occc13)C(CC=C(C)C)(OC)C(=O)C=C2 (centres undefined)
→ 0	6	-3.6	0	-3	0	3	-1	4	100
- O=c1[nH]c2cc3c(cc2cc1CN(CCN1CCOCC1)C(=S)NCC1CCCO1)OCO3 (centres undefined)
→ 1	1	-0.1	-8	9	11	6	-1	-2	97

Other compounds follow:
Compound,N-glyco inh,MC4R antag cAMP,MC4R barr agon,CaV13 ICDI inh,Exocytosis inh,H9c2 protect,ABHD5 PLIN5 PPI,PDI turbidity,m5-HT2A agonist,ABCB6 inh 2
COc1cc(OC)c(C(=O)Nc2ccccc2-c2ccccc2)cc1OC,5,1,0.1,-3,-1,1,8,2,0,95
O=C(CN1CCN(S(=O)(=O)c2ccc(Br)cc2)CC1)Nc1ccc(F)cc1,-2,8,0.1,-2,-5,-5,1,-4,-7,93
N#CCC(=O)Nc1ccc(C(=O)OCC(=O)c2ccc3c(c2)OCCO3)cc1,-2,6,-2.3,-15,23,-13,2,7,3,98
CC(c1ccco1)N(C(=O)c1ccccc1F)c1ccccn1 (centres undefined),1,1,-1.2,-5,0,0,2,24,-1,106
CC(C)=CCC/C(C)=C/COc1ccc2ccc(=O)oc2c1,-3,4,0.7,nt,-4,-2,-2,nt,-2,100
CC(C)NC(=O)NC(=O)COc1ccc(Br)cc1Br,-13,6,6.0,-6,-3,-12,2,6,3,103
CC(=O)c1ccc(NC(=S)N2CCCC2)cc1,1,0,-2.3,nt,1,-5,0,-1,-2,102
CC12CCC(=O)N1C(C(=O)Nc1ccc(S(=O)(=O)N3CCCCC3)cc1)CS2 (centres undefined),-3,9,-1.5,-7,0,-2,-10,-11,2,99
CCN1C(=O)N[C@@H](CCc2ccccc2)C(C(=O)OC)=C1C,-3,13,-0.4,-12,8,0,1,2,-4,96
O=C(c1cc2ccccc2o1)N1CCCC1,-2,-1,-1.4,-6,-1,-2,2,-15,5,100
COc1ccc(CNC(=S)Nc2ccccc2)cc1Cl,0,1,0.2,-7,-28,3,5,2,6,107
CCn1cnc2c1c(=O)n(CC(=O)Nc1ccc(C(N)=O)cc1)c(=O)n2Cc1ccccc1,2,2,-1.6,-6,-3,0,-1,0,-1,92
C=CCc1cccc(CNc2nc3ccccc3n2C(C)C)c1O,-4,2,0.5,-8,0,-19,-1,2,0,91
CC12CCC(C(=O)NC3CCCCC3)([C@H](Br)C1=O)C2(C)C (some centres undefined),1,20,1.4,0,-1,-4,1,0,2,96
COc1ccc2ccc(OCC(=O)NCC3CCCO3)cc2c1 (centres undefined),-1,0,-4.3,-6,4,3,5,-5,2,99
CCOc1ccc(/C(C)=N/NC(=O)Cn2nc([N+](=O)[O-])cc2C)cc1,1,-1,0.9,3,0,5,-6,14,-1,99
COC(=O)c1ccc(COC(=O)c2ccc(S(=O)(=O)N3CCC(C)CC3)cc2)o1,2,1,-0.5,-2,0,-2,-4,-3,0,93
COc1ccc(-c2ccc3nnc(SCC(=O)NCC4CCCO4)n3n2)cc1 (centres undefined),4,-3,-2.8,-1,37,10,1,8,1,100
Cc1nc(CN(C)Cc2nc(Cc3cccc(F)c3)no2)cs1,0,15,-0.9,-4,-1,9,2,3,8,99
CC(C)c1[nH]nc2c1C(c1cccnc1)C(C#N)=C(N)O2 (centres undefined),1,15,-2.1,-8,7,6,-1,3,0,101
CCc1ccccc1OCC(=O)Nc1cc(S(=O)(=O)N2CCOCC2)ccc1N1CCCCC1,-10,17,-1.1,-2,0,-4,-2,0,-4,95
Cc1nn(CC(=O)Nc2ccc(C(C)C)cc2)c(C)c1[N+](=O)[O-],3,7,-0.3,-6,-2,-10,0,0,-3,103
Cc1ccc(N=C(N(C)C)P(=O)(N(C)C)N(C)C)c(C)c1,0,10,-1.8,-4,-3,8,4,0,1,93
COc1ccc(Cl)cc1N(CC(=O)Nc1ccc2c(c1)OCCO2)S(C)(=O)=O,5,8,-1.4,-5,2,-1,2,2,-6,104
O=C(Nc1cccc(-c2cccc(F)c2)c1)C1CCN(C2CCOCC2)CC1,-1,0,-2.3,-2,4,10,6,12,-6,105

Structures listed so far that have a nitro group on carbon, in the order listed:
Compound,N-glyco inh,MC4R antag cAMP,MC4R barr agon,CaV13 ICDI inh,Exocytosis inh,H9c2 protect,ABHD5 PLIN5 PPI,PDI turbidity,m5-HT2A agonist,ABCB6 inh 2
Cc1cc(Nc2cccc([N+](=O)[O-])c2)n2c(nc3ccccc32)c1C#N,-10,-1,-1.0,-6,4,-24,0,7,7,104
COc1ccc(NC(=O)Nc2ccc(OC)c(OC)c2)c([N+](=O)[O-])c1,0,-8,-0.4,-5,-2,2,5,1,0,94
CCOc1ccc(/C(C)=N/NC(=O)Cn2nc([N+](=O)[O-])cc2C)cc1,1,-1,0.9,3,0,5,-6,14,-1,99
Cc1nn(CC(=O)Nc2ccc(C(C)C)cc2)c(C)c1[N+](=O)[O-],3,7,-0.3,-6,-2,-10,0,0,-3,103

Source: PubChem (several laboratories)
